Assay outcomes deposited in PubChem by Broad Institute.
CFTR F508del cor = CFTR F508del correction in bronchial cells; CFBE cells, YFP halide quenching; stimulated with forskolin plus potentiator P3; % fluorescence drop versus neutral controls; activity (quench increase), % at 7.58 µM; 350,000 tested, 0.36% active; AID 720511;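 active means mean added fluorescence quench of at least 8% versus neutral control, with both replicates also reaching 8%; inconclusive means only one of the mean or replicate conditions met; inactive means mean below 8% and not both replicates reaching 8%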;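 further: cells transiently co-express mutant CFTR-F508del with the halide-sensitive YFP; corrector assay measuring rescue of mutant channel to the surface after 24 h compound exposure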
GSIS activator = GLuc luminescence reporter in INS-1E cells, primary screen for activators of glucose-dependent secretion of insulin; INS-1E GLuc reporter insulin secretion, 2-3 h; activation, % at 16.6 µM; 370,000 tested, 0.61% active; AID 743287;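 active means lowest replicate activation of at least 40%, so every replicate reaches that level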;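 further: 0% = median of neutral control wells and 100% = median of IBMX positive control wells; some compounds called inactive have numbers as strong as hits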
Xi reactivation = reactivates the inactive X chromosome in mouse fibroblasts. 360,000 tested, 0.055% active. AID 743238. activation, % at 7.58 µM. XiGFP mouse fibroblasts, % GFP-positive cells imaging, 3 d; cells co-treated with 5-aza-dC sensitizer; scaled so ellipticine positive control = 100%;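 active means mean normalized replicate activation at least 10% and every replicate at or above 10%; inconclusive means only one of the two criteria met; inactive means mean below 10% and not all replicates reach 10%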;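 further: 0% = median of on-plate neutral control wells and 100% = ellipticine 6 µM median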
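assay system = SV40-immortalized XiGFP fibroblast cells, line 68-5-11 | buffer or medium = DMEM plus 5-aza-dC sensitizer | doses = single-point pinned compound dosing | times = 3-day compound exposure, then 15 min fixation at room temperature | benchmarks = positive control ellipticine, 6 µM final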
ARNT-TACC3 inh = disruptors of human ARNT/TACC3 interaction | AlphaScreen His-ARNT PAS-B/GST-TACC3 binding, luminescence; TACC3 fragment carries E629A point mutation | inhibition, % at 9.99 µM | 390,000 tested, 0.66% active;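 active means mean inhibition of replicates at least 50% and at least half of replicates each reaching 50%; inconclusive means half or more replicates reach 50% but mean below 50%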;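 further: 0% = complete ARNT plus TACC3 wells and 100% = ARNT alone without TACC3; many hits fall short of the cut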
DENV2 CPE rescue = inhibitors of DENV2 cytopathic effect; 350,000 tested, 1.7% active; CPE inhibition, % at 9.99 µM; DENV2-infected cells, cytopathic effect rescue, plate reader; in the data active means CPE inhibition above about 20%, passing the limit was not always enough; inconclusive means no clear call, values can overlap the other calls; tested in BHK-21 cells;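 further: 0% = median of neutral control wells and 100% = median of positive control wells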
EWS-Fli inh = EWS/Fli transcriptional activity inhibition | A673 NR0B1-luciferase reporter, viability-normalised | inhibition, % at 12.6 µM | 350,000 tested, 0.67% active | AID 651661;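 active means mean inhibition of at least 50% after viability correction, with every replicate also passing that limit; inconclusive means mean reaches 50% but only one of two replicates passes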;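 further: firefly luciferase signal divided by Alamar Blue viability fluorescence both relative to DMSO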
ERp5 inh = ERp5 (human) disulfide isomerase inhibition. ERp5 insulin aggregation, absorbance 650 nm, 90 min. 350,000 tested, 0.05% active. Q15084. inhibition, % at 9.99 µM. AID 651711;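 active means mean replicate inhibition above about 25%, with every replicate also reaching it, limit read from the data, passing the limit was not always enough; inconclusive means only one of those two criteria met; inactive means neither criterion met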
Target sequence (Q15084 whole entry, looked up): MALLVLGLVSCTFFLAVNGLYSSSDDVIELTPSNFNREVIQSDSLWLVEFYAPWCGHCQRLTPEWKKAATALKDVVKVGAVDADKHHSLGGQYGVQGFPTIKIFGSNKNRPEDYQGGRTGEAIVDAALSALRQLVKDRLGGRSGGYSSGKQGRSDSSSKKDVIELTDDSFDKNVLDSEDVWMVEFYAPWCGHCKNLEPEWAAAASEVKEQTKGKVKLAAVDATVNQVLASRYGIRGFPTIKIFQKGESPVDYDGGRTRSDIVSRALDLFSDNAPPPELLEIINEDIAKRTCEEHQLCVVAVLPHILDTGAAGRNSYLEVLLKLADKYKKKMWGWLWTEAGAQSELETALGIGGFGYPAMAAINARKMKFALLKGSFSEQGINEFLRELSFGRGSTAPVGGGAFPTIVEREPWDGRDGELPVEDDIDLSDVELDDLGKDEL
PAX8 reporter = PAX8 transcriptional activity inhibition; inhibition, % at 12.6 µM; AID 652154; 360,000 tested, 1.2% active; RMG-I TPO-luciferase reporter, SteadyGlo, 24 h;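 active means mean replicate inhibition at least 60% with every replicate also reaching 60%; inconclusive means only one of the two criteria is met; inactive means mean below 60% and not all replicates reaching 60%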;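 further: luciferase light reporting Pax8 driven TPO promoter activity; plate controls were median of neutral control wells for no effect and mitoxantrone controls for full effect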
* hit, by the source's call; ? = inconclusive; nt = no result given; & = joins results of further samples; ! = not confirmed by another sample. Compounds were not picked by outcome. About 4.2% of those tested had a hit in this group.

Every second line gives: CFTR F508del cor, GSIS activator, Xi reactivation, ARNT-TACC3 inh, DENV2 CPE rescue, EWS-Fli inh, ERp5 inh, PAX8 reporter
> CC(=O)N(C)C[C@H]1[C@@H](c2ccc(-c3ccc(F)cc3)cc2)[C@@H](CO)N1C(C)=O
    1.4, 3, 0.4, -5, 15, -8, 0, -7
> CCc1cccc2c(C(=O)C(NC(C)CC)c3ccccc3)c[nH]c12 (stereo not drawn)
    -1.3, -23, 0.1, 4, -5, 17, 1, 7
> CC(=O)Nc1ccc(NC(=O)/C=C/c2ccc(Cl)cc2)cc1
    -3.8, 5, 0.6, 1, 10, -31, 1, -12
> CC(=O)OC(C(=O)NC1CCCCC1)c1ccccc1F (stereo not drawn)
    1.0, -12, 0.2, 2, -2, 14, -2, -3
> CCCN1C=CC(=CC=C(C#N)C#N)C=C1
    -2.3, -18, 0.1, 7, 0, -4, -3, -18
> Cc1cc(C)cc(N(C(=O)c2ccc(Br)o2)C2C=CS(=O)(=O)C2)c1 (stereo not drawn)
    1.1, 1, 0.2, -4, 2, 3, -1, 5
> CCCC#Cc1ccc([C@H]2[C@H](CO)N3C(=O)CN(C(=O)c4cccnc4)C[C@@H]23)cc1
    1.0, 3, 0.0, nt, 14, -8, -4, nt
> CN(C)C(=O)c1cccc(-c2ccc([C@H]3[C@H]4CN(C(=O)C5CCCC5)CCCCN4[C@H]3CO)cc2)c1
    -3.3, nt, nt, -4, -9, -11, 2, -16
> O=C(CSc1nc(O)cc(=O)[nH]1)N1CCOCC1
    -2.4, 24, 0.1, 5, -2, 11, -1, 6
> COc1ccc(NC(=O)Nc2ccc3c(c2)C(=O)N([C@H](C)CO)C[C@H](C)[C@@H](CN(C)S(=O)(=O)c2ccc(OC)cc2)O3)cc1
    2.1&2.0, 0&1, 0.2&0.0, 3, 26*!, 13, 9&5, -2&2
> CCCCCCCCN1C(=O)[C@@H](CC(=O)NCC2CCCCC2)C[C@@]2(C(=O)OC)C1=C[C@H](C1CCCC1)O[C@@H]2C
    -2.2, nt, 0.0, nt, -7, -30, -10, -19
> COC(OC)c1ccnc(SCc2ccccc2Cl)n1
    -2.4, -3, 0.0, -4, -4, -8, 4, -12
> O=C(CN1CCN(c2ccccc2F)CC1)c1ccc2cc[nH]c2c1
    0.0, 1, -0.1, 0, 12, -3, -2, -8
> CC1(C(=O)NS(=O)(=O)c2ccc(Cl)cc2)CCN1C(=O)Cc1cccs1 (stereo not drawn)
    2.3, 6, 0.0, nt, ?, 1, -6, nt
> O=C(NCCSc1ncc(-c2ccccc2)[nH]1)c1ccco1
    -0.5, 3, 0.0, 1, 3, -50, 5, -53
> C[C@@H]1CN([C@@H](C)CO)C(=O)CCCn2nncc2CO[C@@H]1CN(C)S(=O)(=O)c1ccc(-c2ccccc2)cc1
    -2.6&1.2&0.2, 9&-22, 0.3&-0.2, 9&-1, 11&7&0, 1&13&3, 2&-1&4, -8&4
> O=C(CN1C(=O)NC2(CCCC2)C1=O)OCCOc1ccc(Cl)cc1
    2.3, -26, 0.0, -3, -1, -2, 2, -1
> COc1cccc(C2CC(=O)C3=C(C2)Nc2ccccc2N(C(=O)CCC(=O)O)C3c2ccc(F)cc2)c1 (stereo not drawn)
    3.2, 38, 0.1, 5, -3, 2, 0, 7
> CCCN(C)C[C@@H]1Oc2ncc(-c3cccc(C(=O)N(C)C)c3)cc2C(=O)N([C@H](C)CO)C[C@@H]1C
    0.2, 19, -0.4, -11, -2, 1, -1, nt
> CC(C)CC#Cc1cnc2c(c1)C(=O)N([C@@H](C)CO)C[C@@H](C)[C@@H](CN(C)Cc1ccccc1)O2
    -2.1, -28, -0.9, 0, 16, -15, -9, nt
> O=C(NN1CCOCC1)c1cn(-c2ccccc2)nc1-c1cccs1
    -0.5, 14, 0.1, 2, -7, -10, 1, -9
> CC1CCC(NC(=O)Cn2cc3c(n2)CCCC3)CC1 (stereo not drawn)
    2.0, 16, 0.1, nt, -6, -55, 8, -208
> CCN(CC)C(=O)c1c([N+](=O)[O-])c(C(C)(C)C)nn1C
    -2.4, -5, 0.2, 1, -12, -6, 8, 15
> CCCCCC(=O)N1C[C@@H](n2cc(COC(=O)c3ccccc3)nn2)[C@H](O)C[C@@H]1c1ccc(OC)cc1
    -2.0, -25, -0.1, nt, -2, -3, 2, 5
> Cc1cnc(C(=O)Nc2ccc(OC(F)(F)F)cc2)cn1
    6.6, 2, 0.0, 0, -1, -22, 2, -23
> CN1C(=O)C(N=Nc2ccccc2C(=O)O)N(C)C1=S (stereo not drawn)
    2.3, 3, 0.0, 0, -1, -4, 4, 3
> O=C(C[C@H]1C=C[C@H](NC(=O)Cc2ccccn2)[C@@H](CO)O1)NCCc1ccncc1
    -1.1, 2, 0.0, 27, 23*, 6, 0, -10
> COc1ccc(C(=O)N2CCOC2CNC(=O)C(=O)NCc2ccc(C)cc2)cc1 (stereo not drawn)
    -2.6, nt, 0.0, nt, 5, -3, 7, -23
> COc1ccc(S(=O)(=O)Nc2ccc3c(c2)CC(=O)N([C@H](C)CO)C[C@H](C)[C@@H](CN(C)CC2CCCCC2)O3)cc1
    1.1, -4, 0.0, 0, -3, 50, 4, nt
> O=C(C1=C[C@H](c2ccc(Br)cc2)C[C@H](OCc2ccc(CO)cc2)O1)N1CCN(Cc2ccc3c(c2)OCO3)CC1
    2.4, nt, 0.1, 9, 2, 4, 4, 6

Following part
Every second line gives: CFTR F508del cor, GSIS activator, Xi reactivation, ARNT-TACC3 inh, DENV2 CPE rescue, EWS-Fli inh, ERp5 inh, PAX8 reporter
> COCC(=O)NC[C@H]1[C@@H](c2ccccc2)[C@@H](CO)N1C(C)=O
    -2.3, 4, 0.2, -7, -1, -4, 4, -7
> Cc1nn(-c2ccc(F)cc2)c2sc(C(=O)O)cc12
    -1.9, 5, nt, 1, -3, 8, -2, nt
> CCOC(=O)N1CCN(CC(O)COc2ccc(OC)cc2C(C)(C)C)CC1 (stereo not drawn)
    nt, nt, 0.0, -1, nt, -5, 3, 13
> CN1OC[C@@H]2CN(C(=S)Nc3ccc(C#N)cc3)[C@H](c3ccc(N4CCCCC4)cc3)C[C@@H]21
    -3.8, -4, 0.0, nt, 0, -22, -2, 4
> CCOC(=O)c1c(NC(=O)COC(=O)c2nc(Cl)ccc2Cl)sc(C(=O)N(C)C)c1C
    2.2, 10, 0.9, nt, 1, -2, 1, 7
> O=C(CC1C(=O)NCCN1Cc1ccc(-c2ccccc2)cc1)NCCc1ccccn1 (stereo not drawn)
    1.0, -2, 0.2, 1, -7, -8, 0, -14
> COc1ccc(NS(=O)(=O)c2cc(NC(=O)Cc3c(F)cccc3Cl)ccc2OC)cc1
    19*, -26, 0.0, -1, 10, -25, 5, -5
> Nc1nn2c(-c3ccccc3)cc(=O)[nH]c2c1N=Nc1ccc(Br)cc1
    -0.2, -2, 0.3, nt, 6, 10, 6, 18
> CCOC(=O)CNC(=O)CSc1nnc(Cn2c(=O)sc3ccccc32)n1C
    2.1, 11, 0.4, nt, 1, -2, 4, -1
> CC(C)c1c(O)c2c(n(-c3ccccc3)c1=O)CCCC2
    nt, 61*, -0.1, -1, nt, nt, nt, 0
> C=C1CCN([C@@H](CC(C)C)C(=O)N2CCCC2)S(=O)(=O)c2ccccc21
    1.2, -7, -0.1, 16, 0, 8, 5, -18
> Cc1oc(-c2ccccc2F)nc1CS(=O)CC(=O)NCc1ccccn1 (stereo not drawn)
    -0.5, -3, 0.2, -6, 5, nt, 7, 7
> CO[C@H]1CN(C)C(=O)c2cc(NC(=O)CC(F)(F)F)ccc2OC[C@@H](C)NC[C@H]1C
    -2.8, 4, 0.0, nt, 26*, nt, -1, nt
> CCCCNC(=O)C[C@@H]1C[C@@]2(C(=O)OC)CC(C)(C)CC=C2N(Cc2ccc3c(c2)OCO3)C1=O
    -0.2, -27, 0.1, nt, 10, 3, 4, -13
> CCC1(c2ccc(Cl)cc2)NC(=S)N(c2ccc(C)c(C)c2)N1 (stereo not drawn)
    1.3, -9, 0.3, nt, 3, 12, -5, -16
> O=C(Cc1ccccc1)N/N=C/c1ccc2c(c1)OCO2
    1.8, -12, 0.2, nt, -3, -92, -1, -108
> Cc1ccc(S(=O)(=O)Nc2ccc3c(c2)C(=O)N([C@@H](C)CO)C[C@H](C)[C@H](CN(C)C)OCCCC[C@@H](C)O3)cc1
    -1.2, 4, 0.2, nt, nt, -4, nt, -4
> O=c1[nH]c(O)c(C=Nc2ccc(Cl)cc2Cl)c(=O)[nH]1
    1.5, nt, 0.0, -2, -9, 14, 0, 48
> CCNC(=O)C[C@@H]1CC[C@H]2[C@H](COc3ccc(NC(=O)Nc4cccc(C)c4)cc3C(=O)N2C)O1
    3.4, 11, 0.2, 1, ?, -5, 0, 16
> CSc1nc2c(c(=O)[nH]c(=O)n2C)n1Cc1ccccc1Cl
    2.0, -12, 0.0, -10, -5, 0, 9, 3
> Cc1ccc(NC(=O)CCCn2c(=O)oc3ccccc32)c(O)c1
    3.5, 3, 0.2, 0, -9, nt, -8, -6
> C[C@@H]1CN([C@@H](C)CO)C(=O)c2cc(NS(=O)(=O)c3cccs3)ccc2O[C@@H](C)CCCCO[C@H]1CN(C)CC1CCCCC1
    4.7, 14, 0.2, 3, 2, 13, 7, -24
> CCCC(OC(=O)CN1C(=O)COc2ccccc21)C(=O)NC1CCCC1 (stereo not drawn)
    -2.8, 12, nt, -3, -3, 1, 7, nt
> O=S(=O)(N1CCCCCC1)N1CCNCC1
    -1.8, 3, 0.1, 2, 4, 17, 3, 11
> Cc1cccc(C)c1NC(=O)CNC(=O)C(Cc1ccccc1)NC(=O)c1ccccc1 (stereo not drawn)
    -0.4, 4, 0.0, -25, -1, 1, 2, 13
> CCCNC(=O)CSc1nc(COc2ccccc2)nc2ccccc12
    -1.9, 7, 0.0, 1, 0, -12, -1, 6
> C[C@@H]1CCCCO[C@@H](CN(C)C(=O)Nc2ccc(C(F)(F)F)cc2)[C@@H](C)CN([C@H](C)CO)C(=O)c2cc(NC(=O)Nc3ccc(F)cc3)ccc2O1
    3.9, 10, 0.0, nt, 6, 6, 7, nt
> COc1ccc(CNC(=O)CCCCCNC(=O)N2CCn3c2nc2ccccc23)cc1
    0.6, -6, 0.0, 31, ?, 9, nt, 1
> CCN1CCN(CC(=O)N2N=C(c3cccs3)CC2c2ccc(OC)cc2)C(=O)C1=O (stereo not drawn)
    1.0, -12, 0.0, -8, 11, -5, 4, -2
> Cc1ccc2c(c1)NC(=O)C(CC(=O)Nc1ccc(Br)c(C)c1)O2 (stereo not drawn)
    3.0, 0, 0.4, 25, -5, -2, 2, 8

Structures from the list above containing a tert-butyl group (2):
Every second line gives: CFTR F508del cor, GSIS activator, Xi reactivation, ARNT-TACC3 inh, DENV2 CPE rescue, EWS-Fli inh, ERp5 inh, PAX8 reporter
> CCN(CC)C(=O)c1c([N+](=O)[O-])c(C(C)(C)C)nn1C
    -2.4, -5, 0.2, 1, -12, -6, 8, 15
> CCOC(=O)N1CCN(CC(O)COc2ccc(OC)cc2C(C)(C)C)CC1 (stereo not drawn)
    nt, nt, 0.0, -1, nt, -5, 3, 13
